p53ts 39C tox – cytotoxicity in p53ts cells at nonpermissive temperature | H1299-p53A138V viability at 39C, ATP luminescence, 24 h | Potency, µM (highest dose often 46.1 µM), for the others: at the highest dose activity change, negative = cell killing, actives largely listed as cytotoxic | 130,000 tested, 1.5% active; further: nearly all actives have a fitted effect of over 55% in size
p53ts 32C tox – cytotoxicity in p53ts cells at permissive temperature; Potency, µM (series often up to 46.1 µM), for inactives: at the highest dose activity change, negative = cytotoxicity, most hits filed as cytotoxic; H1299-p53A138V at 32C, ATP luminescence viability, 24 h; AID 924; 130,000 tested, 0.93% active;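 further: 0% = DMSO and -100% = full killing by reference compound; nearly all actives have a fitted effect of over 55% in size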
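Cells: H1299 p53ts (A138V), 600/well, pre-incubated 16–30 h at 37C. Cpd up to 46 uM, 24 h, 32C. Readout: ATPlite luminescence, 20 min RT. Normalization: DMSO vs tamoxifen 100 uM. AC50 by Hill equation.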
IkB signaling – inhibitors of IkB signaling in ABC-DLBCL cells | ABC-DLBCL IkBa-CBG/CBR dual luciferase ratio, 4 h; response scale: scaled: untreated 0%, proteasome inhibitor 100% | Potency, µM (titrated, usually from 57.1 µM), for the others: at the top dose IkBa stabilization activation | 110,000 tested, 0.04% active; active means well fitted curve in the direction sought with a large enough effect in the signal ratio, not every such curve was filed as active; inconclusive means small, poorly fitted or top-dose-only effect, or a change in a side signal; the % refers to the signal ratio;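 further: the direction sought is a rising ratio; 0% = basal untreated cells and 100% = reference inhibitor full response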
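In this assay, an IκBα–CBG68 fusion accumulates when IKK-driven degradation is blocked; native CBR normalizes for cell number. OCI-Ly3 cells were treated 4 h with compound and doxycycline, then green and red light read after Chroma-Glo addition.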
Peg3 imprint – genomic imprint erasure induction; 110,000 tested, 0.02% active; Potency, µM (highest dose often 60.7 µM), for the others: at the top dose activity change, positive = activation, most hits filed as activators; mouse ES Peg3-LacZ reporter, beta-gal luminescence, 40 h; AID 1948;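 further: 0% = negative control wells on the plate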
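Readout: BetaGlo luminescence (5 min, room temp) for LacZ from the normally silent maternal Peg3 allele in female Peg3LacZ-Neo ES cells. Cells 300/well, 40 h, 37C, 5% CO2. Data normalized per plate to negative controls.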
* = called active by the depositor; ? = inconclusive; . = no result given; & = joins results of further samples; [ ] = dose if it differs, or a comment. Unless noted, the call rests on the fitted dose curve; in most records, active means well fitted curve in the direction sought with a large enough effect; inconclusive means small, poorly fitted or top-dose-only effect, or another doubt; inactive means no such curve, though single readings can be large; an effect the other way counts as inactive or inconclusive. Unless noted, on the % scale 0 is the no-effect control and ±100 the full control effect; potency means the concentration at half of the fitted maximal effect.

SMILES	p53ts 39C tox	p53ts 32C tox	IkB signaling	Peg3 imprint
CC(=O)O[C@H]1CC[C@]2(C)C(=CC[C@H]3[C@H]4C[C@H]5O[C@]6(CC[C@H](C)CN6)[C@H](C)[C@@H]5[C@]4(C)CC[C@@H]32)C1	4%[9.22 µM]	6%[9.22 µM]	0.9%[11.4 µM]	-2%[10.9 µM]
CCC1CN(C(=O)N2CCC(C(=O)NCc3cccc(C)c3)CC2)c2ccccc2O1 (stereo not drawn)	-9%	-6%	?	11%[10.9 µM]
O=C(c1ccc(F)cc1)N1C2CCC1CC(O)(c1ccccc1F)C2 (stereo not drawn)	-15%	6%	-1.2%	-13%
Cc1ccc(CNC(=O)CSC2=Nc3ccccc3C3=NC(C)C(=O)N23)cc1 (stereo not drawn)	-11%	8%	0.8%	-12%[10.9 µM]
O=C(Nc1cccnc1)c1ccc(NC(=O)c2ccco2)cc1	17%	5%	-1.5%	-11%
CCCCNC(=O)C1CCC(Cn2c(=O)c3sccc3n(Cc3ccccc3)c2=O)CC1 (stereo not drawn)	-22%	6%	-1.3%	-4%[10.9 µM]
Cc1noc(/C=C/N(C)C)c1S(=O)(=O)N1CCCC(C(=O)NCc2cccs2)C1 (stereo not drawn)	-15%	-4%	6.3%	-8%
CCc1nnc(NS(=O)(=O)c2ccc(N3C(=O)C4CC=C(Cl)CC4C3=O)cc2)s1 (stereo not drawn)	16%	-2%	3.0%	-5%
CC(C)(C)n1ncc2c(=O)n(CC(=O)NC3CCCCC3)cnc21	-11%	-1%	-1.2%	-7%
CN(C1CCCCC1)S(=O)(=O)c1ccc(Cl)c(C(=O)O)c1	-5%	0%	-0.1%	0%
Cc1cc(NC(=O)CCCS(=O)(=O)c2nc(-c3cccs3)cc(C(F)(F)F)n2)no1	?	?	?	-31%[inhibitor]
CC(=O)c1sc2ccccc2c1OC(=O)c1ccco1	-3%	-6%	3.0%	-14%
Cc1nc2ccc(S(=O)(=O)NCC(=O)Nc3ccc(C)c(Cl)c3)cc2s1	-12%	0%	?	1%[10.9 µM]
COc1ccc(C)cc1NC(=O)C1CCCN1S(=O)(=O)c1ccc2c(c1)CCC(=O)N2 (stereo not drawn)	-10%	-1%	5.4%	-8%
COc1cccc(CNC(=O)c2sc3nc(C)cc(C)c3c2-n2cccc2)c1OC	-10%	9%	-0.6%	8%[10.9 µM]
Cc1cccc(N2CCN(c3ccc(C(=O)O)cc3NC(=O)c3cccc(Cl)c3)CC2C)c1 (stereo not drawn)	17%	43%[activator]	?	-10%[10.9 µM]
CC(C)CCn1c(-c2nonc2N)nc2ccccc21	11%	7%	.	.
Cn1c(SCc2ccc(F)cc2)nnc1-c1cccs1	-4%	-12%	6.4%	-26%
Cc1cccc(NC(=O)C2CCN(S(=O)(=O)c3cccs3)CC2)n1	-16%	-7%	2.7%	-18%
COc1cccc(C2=NOC(C(=O)NCc3ccccc3)C2)c1 (stereo not drawn)	3%	-8%	6.3%	8%
Cc1nnc(NC(=O)C(=O)c2cc(C)n(-c3ccc(C)c(C)c3)c2C)s1	-15%	2%	?	15%[10.9 µM]
c1ccc(CN2C3=NCCCN3c3ccccc32)cc1	-12%	-9%	0.2%	-16%
COCCn1c(=O)c(-c2ccccc2)nc2cnc(N3CCNCC3)nc21	-6%	-11%	-0.7%[11.4 µM]	.
O=C(Nc1ccccc1C(=O)N1CCOCC1)c1ccncc1	-2%	4%	0.1%	10%
COc1ccccc1NC(=O)CNC(=O)c1ccc(F)cc1	4%	-1%	2.3%	-7%
COc1cc(C(=O)Oc2c(CN3CCOCC3)cc(Cl)c3cccnc23)cc(OC)c1OC	13µM*	?	?	-35%[inhibitor]
C=C[C@]1(C)CC(=O)[C@@]2(O)[C@@]3(C)C(O)CCC(C)(C)C3C(O)C(OC(C)=O)[C@@]2(C)O1 (stereo partly drawn)	-19%	1%	.	2%
Cc1ccc(C)c(-n2c(SCC(N)=O)nnc2-c2ccccn2)c1	-5%	-3%	-0.4%	0%
CCN(CC)CCNC(=O)c1cn(CC)c2ccc(S(=O)(=O)N(C)C3CCCCC3)cc2c1=O	4%	-6%	-0.2%	-13%[10.9 µM]
Cc1c(Cl)cccc1-n1nnc(-c2nc(-c3ccc4c(c3)OCO4)no2)c1C	-12%	-5%	0.0%	-5%[10.9 µM]
CCOC(=O)C1=C(N)N(c2ccc(N3CCCCC3)cc2)C(=O)C1	-14%	7%	9.2%	?
CCNc1nc(NC(C)C)nc(NS(=O)(=O)c2ccc(Cl)cc2)n1	-10%	5%	1.4%	-8%
Cc1coc(C)c1C(=O)CC1(O)C(=O)N(CCc2ccccc2)c2ccccc21 (stereo not drawn)	-6%	1%	3.9%	-14%
CCN(CC)S(=O)(=O)c1ccc2c(c1)c(=O)c(C(=O)NCCOC)cn2C	-6%	-7%	1.1%	-7%
COc1ccc(CNC(=O)CSc2ncnc3nc[nH]c23)cc1	3%	-11%	0.0%	.
COCCn1c(COc2ccc(Cl)cc2)nnc1SCC(N)=O	2%	-2%	-0.9%	-10%
Cn1c(=O)c2cn(Cc3ccc(Cl)cc3)cc2n(C)c1=O	5%	17%	4.6%	20%
c1ccc2c(c1)nnn2Cc1nnc2sc(-c3ccc4c(c3)OCCO4)nn12	13%	-1%	-1.5%	1%
CC(C)(c1cc(Br)c(OCC(Br)CBr)c(Br)c1)c1cc(Br)c(OCC(Br)CBr)c(Br)c1 (stereo not drawn)	-13%	11%[1.84 µM]	0.7%	-5%
CC(C)(C)Nc1nc(C(N)=O)nc(N2CCOCC2)n1	-1%	5%	2.2%	-4%
O=[N+]([O-])c1ccc2c(N=Nc3ccc4ccccc4c3O)c(O)cc(S(=O)(=O)O)c2c1	-12%[9.22 µM]	-6%[9.22 µM]	2.6%[11.4 µM]	8%[10.9 µM]
CCOc1ccc(OCC)c(NC(=O)CN2CCN(c3cccc(C)c3)CC2)c1	-11%	-8%	0.5%	-20%
COc1cccc(N(C(=O)Cn2nnc3ccccc32)C(C(=O)NCc2ccco2)c2cccnc2)c1 (stereo not drawn)	5%	-7%	7.6%	.
COC(=O)c1ccc(Cl)cc1NC(=O)Nc1nnc(N(C)C2CCCCC2)s1	5%	0%	-1.1%	-11%[10.9 µM]
Cc1nc(C)n(C(C)CC(=O)O)n1 (stereo not drawn)	-3%	7%	0.8%	-3%
COc1ccc(C(=O)OCCN2CCOCC2)cc1OC	9%	15%	-3.2%	-7%
CCCn1c(=O)c(C(=O)NCc2cccnc2)c(O)c2ccccc21	13%	9%	-5.1%	-4%
Cc1[nH]c2ccc(F)cc2c(=O)c1SC(F)(F)C(F)F	16%	-1%	-0.6%	-13%
CCC(=O)N1c2ccccc2CC1C(=O)NCCCN1CCN(c2ccc(OC)cc2)CC1 (stereo not drawn)	27%	0%	-4.7%	-8%[10.9 µM]
O=C(NCc1ccc(Cl)cc1)C1CCC(CNS(=O)(=O)c2ccccc2)CC1 (stereo not drawn)	-19%	-12%	1.1%	-22%[10.9 µM]
COc1cccc(NC(=O)n2nc(N)cc2-c2ccc(Cl)cc2)c1	-6%	-7%	7.2%	-13%
Cc1ccc2c(c1)N(CC(=O)N1CCCCCC1)C(=O)CO2	12%	-2%	0.1%	-4%
CC1CCC2(CC1)NC(=O)N(Cc1nc(-c3ccccc3)no1)C2=O (stereo not drawn)	4%	-7%	3.1%	-8%
COc1ccccc1C(=O)Nc1ccc2oc(-c3cccc(Cl)c3Cl)nc2c1	13%	3%	1.1%	-22%[10.9 µM]
Oc1ccc(N=Cc2ccc(O)c(O)c2)cc1	-25%	?	?	-28%
CCC(=O)Nn1c(C)nnc1C	-1%	0%	-1.0%	3%
CN(Cc1ccccc1)C(=O)c1cccc(NC(=O)c2nsc3ccccc23)c1	10µM*	?	2.1%	-20%[10.9 µM]
CCC(Sc1nncn1C)C(=O)Nc1nnc(-c2ccc(Cl)cc2)s1 (stereo not drawn)	-27%	-27%	2.6%	-8%
CCC(/C=N/NC(=O)C1COc2ccccc2O1)CC (stereo not drawn)	8%	-1%	.	.
Cc1ccc(NS(=O)(=O)c2ccc3[nH]c(=O)oc3c2)c(C)c1	-20%	-4%	-0.5%	-10%[10.9 µM]

Complete entries from above. Values in the order: p53ts 39C tox | p53ts 32C tox | IkB signaling | Peg3 imprint
`Cc1ccc2c(c1)N(CC(=O)N1CCCCCC1)C(=O)CO2` in the list: 12% | -2% | 0.1% | -4%
`Cc1ccc(NS(=O)(=O)c2ccc3[nH]c(=O)oc3c2)c(C)c1` in the list: -20% | -4% | -0.5% | -10%[10.9 µM]

The list goes on.
SMILES	p53ts 39C tox	p53ts 32C tox	IkB signaling	Peg3 imprint
COC(=O)c1ccc(NC(=O)CN2CCN(c3ccccc3C)CC2)cc1	-8%	0%	.	.
Cc1ccnc(SCCn2c(N3CCC(C)CC3)nc3c2c(=O)n(C)c(=O)n3C)n1	6%	-2%	0.9%	4%
CCCNC(=O)c1cc(SC)ccc1Cl	3%	10%	-1.5%	-9%
Cc1ccc(C)c(NC(=O)CN(C)S(=O)(=O)c2ccc(F)cc2)c1	14%	5%	0.2%	-2%
O=c1c2ccccc2nnn1CSc1nnc(Nc2ccccc2)s1	-5%	-3%	0.3%	-9%
COc1ccccc1N1CCN(S(=O)(=O)CCNC(=O)COc2ccccc2F)CC1	-13%	-6%	?	-16%[10.9 µM]
Cc1ccccc1	-3%&4%	1%&4%[1.84 µM]	0.4%&-0.6%	-1%&5%
O=C(NC1CCCCC1)c1ccc(Cn2cc(Br)cn2)o1	-5%	3%	1.6%	-9%
Cc1[nH]c2ccccc2c1-c1cc(-c2cc(-c3c(C)[nH]c4ccccc34)on2)no1	4%[9.22 µM]	-2%[9.22 µM]	0.7%[11.4 µM]	-2%[10.9 µM]
CC(C)c1ccc(S(=O)(=O)c2nnn3c2nc(N2CCCC2)c2sccc23)cc1	7%	-1%	0.0%	-10%[10.9 µM]
Cn1c(SCCC(=O)O)nnc1-c1ccncc1	11%	-4%	.	.
CC1CCCCC12NC(=O)N(Cn1nnc3ccccc3c1=O)C2=O (stereo not drawn)	6%	3%	1.0%	-16%
CN(C(=O)c1ccncc1)C1CC(C)(C)N(O)C(C)(C)C1	7%	-6%	0.4%	-6%
CCCCn1nc(CC(=O)O)c2ccccc2c1=O	6%	9%	1.0%	-1%
COc1nc(C#N)c(N2CCOCC2)o1	11%	5%	3.1%	1%
CCCCCCOc1ccc(OCC(O)CN2C(=O)NC(C)(C)C2=O)cc1 (stereo not drawn)	-8%	-6%	-0.9%	-17%
COc1ccc(C2C3=C(CC(C)(C)CC3=O)Nc3c2c(=O)[nH]c(=O)n3Cc2ccccc2)cc1OC (stereo not drawn)	9%	0%	1.0%	1%
COc1ccccc1NC(=O)c1cc2c(=O)oc3ccc(C)cc3c2s1	-7%	-1%	0.0%	-6%[10.9 µM]
COc1ccc(OC)c(/C=C(\C#N)c2nc(-c3ccc(F)cc3)cs2)c1	-3%	9%	?	8%[10.9 µM]
Cn1c(=O)c2c(nc(-n3ccnc3)n2Cc2ccc(Cl)cc2Cl)n(C)c1=O	11%	-1%	-1.1%	-14%

Molecules shown so far containing two or more sulfur atoms (nine):
SMILES	p53ts 39C tox	p53ts 32C tox	IkB signaling	Peg3 imprint
Cc1noc(/C=C/N(C)C)c1S(=O)(=O)N1CCCC(C(=O)NCc2cccs2)C1 (stereo not drawn)	-15%	-4%	6.3%	-8%
CCc1nnc(NS(=O)(=O)c2ccc(N3C(=O)C4CC=C(Cl)CC4C3=O)cc2)s1 (stereo not drawn)	16%	-2%	3.0%	-5%
Cc1cc(NC(=O)CCCS(=O)(=O)c2nc(-c3cccs3)cc(C(F)(F)F)n2)no1	?	?	?	-31%[inhibitor]
Cc1nc2ccc(S(=O)(=O)NCC(=O)Nc3ccc(C)c(Cl)c3)cc2s1	-12%	0%	?	1%[10.9 µM]
Cn1c(SCc2ccc(F)cc2)nnc1-c1cccs1	-4%	-12%	6.4%	-26%
Cc1cccc(NC(=O)C2CCN(S(=O)(=O)c3cccs3)CC2)n1	-16%	-7%	2.7%	-18%
CCC(Sc1nncn1C)C(=O)Nc1nnc(-c2ccc(Cl)cc2)s1 (stereo not drawn)	-27%	-27%	2.6%	-8%
O=c1c2ccccc2nnn1CSc1nnc(Nc2ccccc2)s1	-5%	-3%	0.3%	-9%
CC(C)c1ccc(S(=O)(=O)c2nnn3c2nc(N2CCCC2)c2sccc23)cc1	7%	-1%	0.0%	-10%[10.9 µM]
